Screens deposited in PubChem by several laboratories.
TPT1 inhibitor: C. albicans TPT1 enzyme inhibition; recombinant caTPT1, FP RNA substrate dephosphorylation; inhibition, % at 5 µM; 0.81% of 300,000 active; AID 1962;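 active means inhibition above the mean of all tested compounds plus 3 SD, set per screening campaign, cut at about 24% in these data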;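 further: plate controls were DMSO alone for no effect and ferristatin control at 100 nM for full effect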
MCL1 BIM primary: disrupts human MCL1 binding to BIM-BH3 peptide; 0.68% of 320,000 active; inhibition, % at 10.9 µM; GST-MCL1 / FITC-Bim-BH3 fluorescence polarization; Q07820; AID 2057;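 active means inhibition above the mean inhibition of all tested compounds plus 3 SD, set per campaign, cut at about 40% in these data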;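 further: 0% = DMSO wells and 100% = unlabeled Bim-BH3 peptide control; higher means more loss of mP so more displacement of Bim peptide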
Target sequence (Q07820 whole entry, looked up): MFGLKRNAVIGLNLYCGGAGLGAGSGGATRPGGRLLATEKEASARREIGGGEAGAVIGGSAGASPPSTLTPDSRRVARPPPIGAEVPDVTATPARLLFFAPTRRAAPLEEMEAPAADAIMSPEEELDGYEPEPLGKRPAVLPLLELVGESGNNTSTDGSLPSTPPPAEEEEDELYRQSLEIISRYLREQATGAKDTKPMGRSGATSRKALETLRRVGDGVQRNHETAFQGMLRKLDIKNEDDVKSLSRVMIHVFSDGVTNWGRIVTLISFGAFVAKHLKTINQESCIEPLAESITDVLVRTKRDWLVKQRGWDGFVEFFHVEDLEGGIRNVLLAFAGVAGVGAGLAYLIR
GLD-1 RNA inh: GLD-1-TGE RNA interaction inhibition (C. elegans) | purified GLD-1 + fluorescein TGE RNA, fluorescence polarization | inhibition, % at 5.96 µM | 0.44% of 320,000 active | Q17339;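 active means percent inhibition above a per-plate cutoff, the plate mean of test compounds plus 3 SD, cut at about 30% in these data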;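 further: 0% = DMSO wells with GLD-1 and probe and 100% = wells lacking GLD-1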
Target sequence (Q17339 whole entry, looked up): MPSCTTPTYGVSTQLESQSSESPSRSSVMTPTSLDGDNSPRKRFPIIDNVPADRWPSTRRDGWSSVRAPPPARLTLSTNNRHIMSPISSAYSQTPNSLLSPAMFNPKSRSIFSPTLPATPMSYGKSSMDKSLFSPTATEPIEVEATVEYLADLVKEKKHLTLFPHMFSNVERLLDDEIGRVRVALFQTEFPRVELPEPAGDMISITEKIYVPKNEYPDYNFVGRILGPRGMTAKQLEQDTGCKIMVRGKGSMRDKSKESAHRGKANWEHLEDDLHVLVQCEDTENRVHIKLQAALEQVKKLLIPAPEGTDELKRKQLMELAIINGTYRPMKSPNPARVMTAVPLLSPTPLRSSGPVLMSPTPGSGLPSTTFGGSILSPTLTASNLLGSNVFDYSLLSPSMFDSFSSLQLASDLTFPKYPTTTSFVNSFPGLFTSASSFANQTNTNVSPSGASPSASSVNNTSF
PAD4 inh: blocks human protein arginine deiminase 4 | 0.41% of 330,000 active | recombinant PAD4, RCA probe fluorescence polarization | inhibition, % at 6.36 µM;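 active means percent inhibition above a cutoff equal to the mean of all tested compounds plus 3 SD, cut at about 15% in these data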;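 further: 0% = PAD4 with RCA probe and DMSO and 100% = probe without PAD4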
Fam108B counter: Fam108B inhibition, counter-screen for RBBP9 inhibitors; recombinant Fam108B, FP-Rh probe fluorescence polarization; AID 1947; inhibition, % at 9.51 µM; 0.33% of 300,000 active;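 active means inhibition above the screen mean inhibition plus 3 SD, computed separately per campaign, cut at about 18% in these data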;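 further: inhibitors lower polarization as less probe binds the enzyme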
GSTO1 counter: blocks human GSTO1 in RBBP9 counter-screen. P78417. recombinant GSTO1, activity-based probe fluorescence polarization. inhibition, % at 5.96 µM. 1.1% of 300,000 active;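 active means inhibition above the campaign mean inhibition plus 3 SD, cut at about 35% in these data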;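 further: 0% = GSTO1-1 with DMSO and 100% = wells lacking GSTO1-1 enzyme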
Target sequence (P78417 whole entry, looked up): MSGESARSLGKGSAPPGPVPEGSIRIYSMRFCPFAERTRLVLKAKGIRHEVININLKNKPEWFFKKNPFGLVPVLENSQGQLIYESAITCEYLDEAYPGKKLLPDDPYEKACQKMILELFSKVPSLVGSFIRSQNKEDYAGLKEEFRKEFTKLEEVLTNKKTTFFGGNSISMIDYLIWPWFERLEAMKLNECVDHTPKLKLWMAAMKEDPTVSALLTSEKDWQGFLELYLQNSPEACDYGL
PME-1 inh: blocks human protein phosphatase methylesterase 1 | recombinant PME-1, FP-Rh probe fluorescence polarization | inhibition, % at 5.9 µM | 0.53% of 320,000 active;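 active means inhibition above the campaign mean of all compounds plus 3 SD, cut at about 26% in these data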;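 further: competitive labeling of PME-1 active site by serine hydrolase directed probe; 0% = PME-1 with DMSO and 100% = wells lacking PME-1 enzyme; inhibitors block probe labeling so polarization falls and inhibition rises; many of its hits are not listed in these tables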
MEX-5 binding: C. elegans MEX-5 TCR-2 RNA binding activity. Q9XUB2. MEX-5/FITC-TCR2 RNA binding, fluorescence polarization; hits give low values. activity score (negative = inhibition of binding), % at 10 µM. 0.38% of 300,000 active. AID 1832;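 active means inhibition past about -25% in most replicates, and total fluorescence under double the plate's negative control median, limit read from the data; inconclusive means replicates evenly split on the limit, or fluorescence at least double controls; inactive means too little inhibition in most replicates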;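 further: 0% = DMSO and -100% = 5 µM competing unlabeled TCR2 RNA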
Bcl-xL primary: blocks human Bcl-xL binding to Bim BH3 peptide; inhibition, % at 10.9 µM; 0.7% of 320,000 active; GST-Bcl-xL / FITC-Bim BH3 peptide fluorescence polarization; AID 2129;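 active means inhibition above the mean of all tested compounds plus 3 SD, cutoff set per campaign, cut at about 30% in these data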;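 further: 0% = DMSO wells and 100% = unlabeled Bim-BH3 peptide competitor; inhibitors lower millipolarization by displacing the labeled peptide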
The depositor's hits bear a star; u = inconclusive; x = no result given.

SMILES	TPT1 inhibitor	MCL1 BIM primary	GLD-1 RNA inh	PAD4 inh	Fam108B counter	GSTO1 counter	PME-1 inh	MEX-5 binding	Bcl-xL primary
CS(=O)(=O)N1CCCC(C(=O)NCc2ccc(F)cc2Cl)C1 (stereo not drawn)	-1	5	-1	-6	0	-1	3	-1.1	2
CCCCC(=O)Nc1nc(C)c(-c2csc(Nc3ccccc3OC)n2)s1	2	-5	-2	-3	5	-7	17	0.1	-4
COc1ccc(CCNS(=O)(=O)c2ccc(OC)cc2)cc1	-1	1	5	3	4	5	3	-1.9	4
Cc1ccccc1NC(=S)Nc1ccccc1	-2	13	-1	-1	2	-5	-1	-0.2	4
CCC(c1nnc(SCC(=O)Nc2ccc(NC(C)=O)cc2)n1Cc1ccccc1)N(C)C (stereo not drawn)	2	-8	0	-4	3	4	6	-0.8	-6
CCN(CC)C(=O)CSc1nc2ncccc2[nH]1	-3	6	6	-3	3	7	-8	0.3	-2
CCCCCCc1ccc(N2C[C@H](Cc3ccccc3)[C@@H](CC(=O)Nc3ccccc3)C2=O)cc1	1	4	12	0	-16	-3	-28	2.5	4
Cc1c(NC(=O)c2cnn3cccnc23)c(=O)n(-c2ccccc2)n1C	3	-7	-1	1	-1	4	-5	0.3	-5
CC(=O)Nc1ccc(NC(=O)c2oc3cc(C)c(C)cc3c2C)cc1	-5	3	-8	3	-3	16	0	x	4
Cc1cccc(C(=O)Nc2sc(C(=O)N3CCCC3)c(C)c2C#N)c1	6	-3	9	-3	6	0	-2	-1.8	2
CC(C)C(=O)Nc1ccc2c(c1)nc(CCN1CCN(c3ccccc3)CC1)n2C	-1	5	6	0	4	1	-6	0.9	6
COc1ccccc1-c1c(C(F)(F)F)oc2cc(OC(=O)c3ccc([N+](=O)[O-])cc3)ccc2c1=O	-1	5	4	-3	3	-3	0	0.6	8
Cc1nc2ccccc2c(=O)n1NC(=O)COc1ccccc1	0	3	3	-3	2	-1	1	-1.6	3
CCOC(=O)C1CCCN(C(=O)Cc2c(C(=O)O)[nH]c3ccccc23)C1 (stereo not drawn)	-3	-6	8	4	0	5	0	0.2	0
Cc1ccc(C)c(NC(=O)CN(C)C(=O)c2ccccc2Cc2ccccc2)c1	-1	1	-4	-1	4	-5	3	2.3	1
Cc1nnc(NCCN2CCOCC2)[nH]c1=O	1	0	6	-3	-1	-3	-2	2.3	4
COc1ccc(/C=C(/C#N)C(=O)Nc2cccc(C)c2C)cc1C(=O)O	-1	5	8	5	1	4	-2	0.9	5
CC(=O)c1ccccc1OCCCOc1cccc2cccnc12	-3	9	-2	-7	-4	1	2	-1.0	4
CCCNC(=O)Cn1c(=O)oc2cc(S(=O)(=O)N3CC(C)CC(C)C3)ccc21 (stereo not drawn)	-2	1	5	3	0	0	2	-1.1	7
Cn1ncc(Cl)c1C(=O)NC1C2CC3CC(C2)CC1C3 (stereo not drawn)	-3	0	1	-1	6	3	6	-1.2	2
Cc1cc2n(n1)C(c1ccsc1)Nc1ccccc1-2 (stereo not drawn)	18	-15	-7	-2	-1	-2	-6	1.1	-10
COc1ccc(-c2[nH]ncc2/C=N\NC(=O)c2ccc(C(C)(C)C)cc2)cc1OC	1	0	-1	2	-9	-6	-20	-0.2	0
c1cncc(CNc2ncn[nH]2)c1	0	-3	1	0	0	13	0	-2.0	0
CCc1cccc(NS(=O)(=O)c2ccc(-n3cccn3)cc2)c1	-1	6	7	2	-5	4	2	1.1	3
COc1cc(S(=O)(=O)n2ccc(C)n2)ccc1Cl	-1	2	10	0	3	5	2	2.6	3
CCOc1cc(C(=O)N(C)CC(=O)Nc2cccc(F)c2)ccc1OCC(=O)N1CCCCC1	1	-4	2	-1	-1	4	-2	-2.0	2
CCOc1ccccc1NC(=O)Cn1c(-c2ccc(Cl)cc2)noc1=O	0	3	-1	1	0	-20	6	0.0	4
O=C(/C=C/c1ccccc1)N(Cc1ccc(Cl)cc1)C1CCS(=O)(=O)C1 (stereo not drawn)	-1	-1	-3	-2	-1	3	0	0.2	1
CCOC(=O)c1[nH]c2ccc(OC)cc2c1C	1	-2	0	-1	1	0	4	-0.1	1
CC(=O)Nc1ccc(S(=O)(=O)N2CCCCC2c2cccnc2)cc1 (stereo not drawn)	-1	10	4	0	2	-5	-5	0.2	4
CC(=O)NCCn1c(SCC(=O)Nc2ccc(C)cc2)nc2ccccc2c1=O	0	14	0	-4	3	10	6	1.2	8
S=C(Nc1ccc2snnc2c1)N1CCN(c2ccccn2)CC1	-6	6	2	5	5	-4	2	-0.7	2
COc1ccc(C)cc1NC(=O)c1nn(-c2ccccc2)cc1OC	4	-17	-1	-4	-17	-14	-20	1.3	-7
C/C(=N\O)C(=O)NCCCNCCCN(C)C	-1	7	-1	3	-2	-2	4	-2.2	6
O=S(=O)(NCc1ccccc1Cl)c1cccs1	-5	0	-2	0	0	1	1	0.1	3
COc1cc(Br)c(C(C)NC(=O)c2ccc(C)cc2)cc1OC (stereo not drawn)	1	-2	1	4	-2	-7	0	-0.3	0
COc1cc(OC)c2c(O)c3c(c(-c4c5c(c(O)c6c(OC)cc(OC)cc46)CO[C@@H](C)[C@H]5O)c2c1)[C@H](O)[C@H](C)OC3	13	56*	27	-10	-11	-7	-5	u	24
CC(C)c1ccc(C(C(=O)NC(C)(C)C)N(C(=O)CNC(=O)c2ccco2)c2cccnc2)cc1 (stereo not drawn)	-3	6	-8	1	-4	-3	-9	1.2	4
NC(=O)CC(NC(=O)Cc1ccc(Br)cc1)c1ccc(NC2CCN(Cc3ccccc3)CC2)c([N+](=O)[O-])c1 (stereo not drawn)	1	-5	-3	-2	1	7	-8	0.0	0
CCN(CC)c1ccc2nc3ccccc3[n+](CC)c2c1	-3	-3	-4	0	-5	5	-4	-5.8	1
Cc1ccc2nc(-c3ccccn3)oc2c1	-9	-5	7	6	1	-2	-3	0.9	2
CCOC(=O)C(C(=O)NCc1cccc(OC)c1)c1ncc(C(F)(F)F)cc1Cl (stereo not drawn)	-2	2	4	-6	10	5	-2	-0.2	10
C1CCCN(c2nc3nonc3nc2N2CCCCCC2)CC1	3	-1	6	-3	2	8	0	-4.6	6
CCN(CC)C(=S)Nc1ccc(OC)cc1	1	5	-1	4	1	4	0	0.3	1
CCNC(=O)N1CCCC(C(=O)c2ccc3cc(OC)ccc3c2)C1 (stereo not drawn)	-2	6	2	-3	4	5	-1	-0.6	4
COc1ccc(N(C(=O)c2snc(C(N)=O)c2N)C(C(=O)NC2CCCCC2)c2ccc(C)o2)cc1 (stereo not drawn)	-1	-2	0	6	-3	4	1	0.4	0
Cc1cccc2c1Sc1ccc(Cl)cc1CC2N1CCNCC1 (stereo not drawn)	-2	1	0	-2	2	-4	3	x	3
Cc1ccc(Cn2c(=O)n(C)c(=O)c3sccc32)cc1	-3	11	2	3	7	7	1	0.2	5
Cc1ccc(NC(=O)CCNS(=O)(=O)c2cc(Br)cnc2N)c(Cl)c1	-1	7	5	-5	4	-1	-3	-5.3	8
COc1ccc2c(c1)-c1ccccc1S(=O)(=O)N2C(C)=O	2	1	5	-3	2	5	3	-3.8	1
O=C(O)C1(O)C[C@H](O)C(O)[C@@H](O)C1 (stereo partly drawn)	0	2	4	1	-3	7	-5	x	-2
CCC(=O)Nc1ccc(NC(=O)CSc2nnnn2-c2cccnc2)cc1C	-1	-1	-1	7	-1	-2	-3	-0.7	4
O=C(Nc1ccc(Oc2ccc(C(=O)O)c(C(=O)O)c2)cc1)c1cccs1	1	2	5	6	4	-2	-7	2.0	5
COc1ccccc1N1CCN(CC(O)c2ccc3cc[nH]c3c2)CC1 (stereo not drawn)	1	-2	-1	1	-2	1	-1	-3.0	5
O=C(CSc1nc(-c2ccccc2)c(-c2ccccc2)[nH]1)Nc1ccc2c(c1)OCO2	0	10	4	4	5	4	-2	-0.4	5
COc1cc2c(cc1OC)-c1nc3ccccc3c(=O)n1C(C)(C)C2	-1	-2	-1	6	-1	2	2	1.7	0

Additional structures
SMILES	TPT1 inhibitor	MCL1 BIM primary	GLD-1 RNA inh	PAD4 inh	Fam108B counter	GSTO1 counter	PME-1 inh	MEX-5 binding	Bcl-xL primary
Cc1cc(F)ccc1S(=O)(=O)N1CCCOC1CNC(=O)C(=O)NCc1ccco1 (stereo not drawn)	-1	-1	2	-9	2	7	1	1.0	1
CNc1nc(SCC(=O)Nc2ccccc2)nc(N2CCOCC2)n1	-1	-7	0	0	6	2	3	-1.3	2
COc1c(/C=C2\SC(=Nc3ccccc3Cl)NC2=O)cccc1[N+](=O)[O-]	1	23	3	5	0	-7	-16	-1.1	6
Cc1ccc(OCC(=O)Nc2sc3c(c2C#N)CC(C)(C)NC3(C)C)cc1	7	3	1	-1	-3	5	0	0.6	2
COc1ccc(C(=O)Nc2cc(OC)cc(OC)c2)cc1	-2	9	9	-1	2	5	-7	2.0	14
Cc1cc(C)c2nc(NC(=O)c3ccc(OCC4CCCO4)cc3)sc2c1 (stereo not drawn)	-2	-2	5	3	1	3	1	-2.4	2
Cc1nn(CC(=O)NN)c(C)c1Br	-1	15	-4	-2	1	-6	-4	x	0
Cc1ccc(NC(=O)NC(=O)CSc2nnc(-c3ccc(Cl)cc3Cl)n2N)c(C)c1	-1	4	2	-1	-3	-1	7	0.2	1
CCc1cc(C(=O)N(Cc2ccccc2)c2c(N)n(CCOC)c(=O)[nH]c2=O)sc1C	-1	-7	2	3	-1	3	-5	-1.1	-6
COc1ccc(/C=C(\NC(=O)c2ccc(Cl)cc2)C(=O)NCC2CCCO2)cc1OC (stereo not drawn)	-1	-6	-16	-6	-5	-2	3	0.9	-7
Cc1ccc(C)c(NC(=O)CN(C)C(=O)[C@@H](NC(=O)c2ccc(C(C)(C)C)cc2)C(C)C)c1	1	2	2	-1	0	3	1	-0.8	5
Cc1ccc2c(c1)c1nnc(SCC(=O)Nc3ccc(N(C)C)cc3)nc1n2CC(=O)O	-6	26	1	-7	9	0	-2	1.8	16
CC(C)CCNC(=O)Nc1ccc2c(c1)N(C)C(=O)CS2	-2	5	4	0	6	2	6	1.5	5
CCOc1cccc2cc(C(=O)NC(C)c3ccccc3)c(=N)oc12 (stereo not drawn)	1	4	7	-3	3	-1	-1	-1.7	2
CCC(=O)N1c2ccccc2C(N(C(=O)CC)c2ccccc2)CC1C (stereo not drawn)	6	-7	4	-2	0	-2	-2	0.1	-4
COC(=O)CN(c1c(C)cccc1C)S(C)(=O)=O	-3	-3	9	3	1	-3	0	-0.7	1
O=C(CSc1nnnn1-c1ccc2c(c1)OCO2)NCc1ccccc1	1	-3	4	-3	4	13	-3	-2.8	1
O=C(NCC(F)(F)F)c1nn(Cc2ccccc2)c(=O)c2ccccc12	1	5	-1	-3	-1	-4	3	1.0	4
CN1CCN(Cc2c(C(=O)N3CCc4ccccc4C3)nc3ccc(Cl)cn23)CC1	-4	11	3	3	-6	-17	-8	-3.0	10

Not all compounds are listed; the hit share may differ from the screen's.
